ERK EGF block: inhibitors of EGF-stimulated ERK signaling pathway; AID 1454; HEK293-V1b, EGF-stimulated phospho-ERK AlphaScreen; Potency, µM (highest dose often 11.5 µM), for inactives: at the top dose activity change, negative = inhibition, actives largely listed as inhibitors; actives 0.41% (n = 130,000); active = well fitted inhibition curve with a large enough effect; inconclusive = small, poorly fitted or top-dose-only effect, or effect the other way;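 also: plate controls were stimulated vehicle wells for no effect and unstimulated vehicle basal for full effect; nearly all actives have a fitted effect of over 55% in size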
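Compounds are titrated over HEK293-V1b cells kept overnight in 1% FBS. After 30 min at 37C, EGF (25 nM final) triggers ERK phosphorylation for 5 min, measured by AlphaScreen in lysates.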
* = called active by the depositor; ? = inconclusive; & = joins results of further samples; [ ] = another dose, or the depositor's remark. Potency is read from the fitted curve at half-maximal effect.

The opening 14 entries as a preview:
SMILES	ERK EGF block
CCO[C@H]1OC(C(=O)NC2CC2)=C[C@@H](c2ccc(Br)cc2)[C@@H]1CCCO	11.1%[57.5 µM]
CCCC(=O)Nc1c(-c2ccccc2)c(=O)c(C)nn1-c1ccc(Cl)cc1	-1.0%
COc1cccc(NC(=O)COC(=O)c2ccco2)c1	-2.5%
CCN(CC)S(=O)(=O)c1cccc(NC(=O)c2cc(-c3cccs3)nn2-c2ccccc2)c1	4.7%
CC(C)(C)c1nnc(NC(=O)Cc2ccccc2[N+](=O)[O-])s1	-2.5%
NC(CSCSCC(N)C(=O)O)C(=O)O (stereo not drawn)	18.8%
Cc1ccc(C)c(NCc2ccccc2CO)c1	-8.3%
Cc1ccccc1-c1nsc(SCC(=O)Nc2ccc3c(c2)OCO3)n1	-2.1%
Cc1ccc(C(=O)N/C(=C/c2ccc(Cl)cc2)C(=O)Nc2cccc(C(=O)O)c2)cc1	12.3%
COc1cc2nc(N3CCN(C(=O)C4CCCO4)CC3)nc(N)c2cc1OC (stereo not drawn)	22.5%[57.5 µM]
CC1=NC(=O)C(N=Nc2ccccc2C(=O)O)N1c1ccccc1 (stereo not drawn)	-7.9%
COCCn1c(SCC(=O)Nc2ccc(Cl)cn2)nnc1-c1ccncc1	0.8%
CC(/C=C/c1ccccc1)=N\Nc1ccccc1[N+](=O)[O-]	7.94µM*
COC(=O)C1(C)C=CC2(CCCCC2)N1C(=O)c1ccccc1 (stereo not drawn)	-0.6%

This part in full, repeating the preview:
SMILES	ERK EGF block
CCO[C@H]1OC(C(=O)NC2CC2)=C[C@@H](c2ccc(Br)cc2)[C@@H]1CCCO	11.1%[57.5 µM]
CCCC(=O)Nc1c(-c2ccccc2)c(=O)c(C)nn1-c1ccc(Cl)cc1	-1.0%
COc1cccc(NC(=O)COC(=O)c2ccco2)c1	-2.5%
CCN(CC)S(=O)(=O)c1cccc(NC(=O)c2cc(-c3cccs3)nn2-c2ccccc2)c1	4.7%
CC(C)(C)c1nnc(NC(=O)Cc2ccccc2[N+](=O)[O-])s1	-2.5%
NC(CSCSCC(N)C(=O)O)C(=O)O (stereo not drawn)	18.8%
Cc1ccc(C)c(NCc2ccccc2CO)c1	-8.3%
Cc1ccccc1-c1nsc(SCC(=O)Nc2ccc3c(c2)OCO3)n1	-2.1%
Cc1ccc(C(=O)N/C(=C/c2ccc(Cl)cc2)C(=O)Nc2cccc(C(=O)O)c2)cc1	12.3%
COc1cc2nc(N3CCN(C(=O)C4CCCO4)CC3)nc(N)c2cc1OC (stereo not drawn)	22.5%[57.5 µM]
CC1=NC(=O)C(N=Nc2ccccc2C(=O)O)N1c1ccccc1 (stereo not drawn)	-7.9%
COCCn1c(SCC(=O)Nc2ccc(Cl)cn2)nnc1-c1ccncc1	0.8%
CC(/C=C/c1ccccc1)=N\Nc1ccccc1[N+](=O)[O-]	7.94µM*
COC(=O)C1(C)C=CC2(CCCCC2)N1C(=O)c1ccccc1 (stereo not drawn)	-0.6%
CC1SCC(NC(=O)c2cccc(Cl)c2)CS1 (stereo not drawn)	-7.7%[57.5 µM]
CN(C)CCNC(=O)c1ccc(Sc2ccc(Br)cc2)c([N+](=O)[O-])c1	-15.7%
CCCCCCCCNC(CO)(CO)CO	-4.9%[57.5 µM]
CN([C@@H](Cc1ccc(OS(=O)(=O)c2cccc3cnccc23)cc1)C(=O)N1CCN(c2ccccc2)CC1)S(=O)(=O)c1cccc2cnccc12	-3.1%
CC#CCN1c2ccccc2[C@]23C[C@@H](C(=O)OC)N(C(=O)C4CCC4)C2=NC(C(=O)OC)=C(C(=O)OC)[C@H]13	-2.5%[57.5 µM]
CC(=O)OC1CCC2(O)CC1(C)CCC1C2CC1(C)C (stereo not drawn)	17.1%
CCOC(=O)NC1(C(F)(F)F)NC(=O)N(c2cccc(C(F)(F)F)c2)C1=O (stereo not drawn)	1.6%
N#CCCN(C1CCCCC1)S(=O)(=O)c1cccc2nsnc12	-11.2%
O=C(O)CCSc1nc2ccccc2s1	?
O=C(CCN1C(=O)/C(=C/c2ccc3c(c2)OCO3)SC1=S)NNC(=O)c1cccnc1	1.8%
CC1(C)CC(=O)C2=C(C1)Nc1ncnn1C2c1cccs1 (stereo not drawn)	-6.9%
COc1ccc2cnn(-c3ccc(OC(F)(F)Cl)cc3)c(=O)c2c1OC	6.1%[57.5 µM]
N#C/C(=C\c1ccc(/C=C(/C#N)c2nn(CCO)c(N)c2C#N)cc1)c1nn(CCO)c(N)c1C#N	-7.0%
CCOc1cc(NC(=O)c2cccs2)c(OCC)cc1NC(=O)CCC(=O)NCC1CCCO1 (stereo not drawn)	-0.3%
CCC(CCC(C)C1CCC2C3CC=C4CC(OC(C)=O)CC[C@@]4(C)C3CC[C@@]12C)C(C)C (stereo partly drawn)	21.8%
COc1ccc(C(=O)Nc2ccccc2C(=O)N/N=C/c2ccccn2)cc1OC	5.6%[57.5 µM]
Cc1cc(C)nc(N2N=C(c3ccccc3)CC2=O)n1	10.5%
CCOc1ccccc1NC(=O)C1CCC(CNc2c(N3CCOCC3)c(=O)c2=O)CC1 (stereo not drawn)	-4.7%
Cc1ccccc1NC(=S)N(Cc1cccs1)C1CCCC1	0.5%
O=C(Oc1ccc(OC(=O)C2CCC2)cc1)C1CCC1	4.8%
CCCC[P+](CCCC)(CCCC)Cc1ccc(NC(=O)[C@@H](Cc2ccc3ccccc3c2)NC(=NC2CCCCC2)NC2CCCCC2)cc1	-4.5%
O=C(NC1CCCCC1)N1CCc2[nH]c3ccccc3c2C1	-5.6%[57.5 µM]
S=C(c1cn(Cc2ccc(Br)cc2)c2ccccc12)N1CCOCC1	12.5%
O=C1c2cccc3cc([N+](=O)[O-])cc(c23)C(=O)N1/N=C/c1ccc(O)cc1O	-4.2%[57.5 µM]
COc1cccc(CN2C(=O)CCC2(C)C(=O)NC2CCCCC2)c1 (stereo not drawn)	2.4%
Cc1cc(C)c(C)c(OCCOCCN2CCN(C)CC2)c1	27.4%
CCC(=O)NC(=S)Nc1cccc(NC(=O)c2ccco2)c1	?
Nc1ccccc1Nc1cc(-c2ccccc2)nn1-c1ccccc1	?
COc1ccc(/C=N/N=C2/NC(=O)C(CC(=O)O)S2)cc1OCc1ccccc1Cl (stereo not drawn)	-0.3%
COc1ccccc1C(=O)Nc1ccc(-c2nnn(CC(=O)NCc3ccco3)n2)cc1	1.2%[57.5 µM]
CC(=O)/C(=N\Nc1ccc(Cl)cc1Cl)Sc1nnc(-c2ccccc2)n1-c1ccccc1	4.3%
CC(C)CCNC(=O)COC(=O)/C=C/c1ccc2ccccc2n1	23.6%
CC/C=C\C/C=C\C/C=C\CCCCCCCCCC(=O)O	-3.7%
N#Cc1sc(NCc2ccccc2)nc1Cl	-9.8%
COc1ccc(-c2nc(CSCC(=O)NCc3ccc4c(c3)OCO4)c(C)o2)cc1OC	3.6%
O=C(COC(=O)c1cc(-c2cccs2)nn1-c1ccccc1)Nc1ccc(F)c([N+](=O)[O-])c1	2.6%
Cc1cc(C)cc(NC(=O)CCNS(=O)(=O)c2ccc3c(c2)oc(=O)n3C)c1	-0.8%
O=C(COC(=O)c1cccc(S(=O)(=O)N2CCN(c3ccc(F)cc3)CC2)c1)NCC1CCCO1 (stereo not drawn)	-3.5%
Cc1ccc(C(=O)COc2nc(C)nc3ccccc23)cc1	-6.4%
CCC(=O)N/N=C(\C)CC(=O)Nc1ccc2c(c1)OCCO2	0.9%
O=S(=O)(Nc1nc2c(s1)CCCC2)c1ccc(Br)cc1	-2.3%
COC(=O)C1=C(C)N(CCc2ccc(OC)c(OC)c2)C(=O)/C1=C\c1ccc(O)cc1	6.8%
COc1cccc(NC(=O)CCSc2ccc3ccccc3n2)c1	14.2%
Cc1ccc2cc(C3CC(c4ccco4)=NN3S(C)(=O)=O)c(Cl)nc2c1 (stereo not drawn)	10.6%[57.5 µM]
Cc1ccccc1-c1nnn(C/C(N)=N/O)n1	7.5%
CC(C)(C)NC(=O)C12CC3CC(CC(Cl)(C3)C1)C2	-2.2%
The list continues:
SMILES	ERK EGF block
NC(N)=NCCCc1cn(CC(=O)N2CCNCC2)nn1	-11.7%[57.5 µM]
CN(C)/C=N/C(=S)Nc1ccccc1	6.8%
CSCC[C@H](NC(=O)COc1ccc(Cl)cc1)c1nc2ccccc2[nH]1	1.9%
Nc1c(C(=O)Nc2ccc(S(=O)(=O)N3CCCC3)cc2)sc2nc3ccc(OC(F)(F)F)cc3cc12	2.6%
COC(=O)c1cc(NC(=O)c2c(F)c(F)c(F)c(F)c2F)cc(C(=O)OC)c1	-1.3%
COC(=O)c1ccc(NC(=S)N(Cc2cccnc2)Cc2ccco2)cc1	4.4%
Cc1cc(N2CCOCC2)nc(C(C)C)n1	-3.3%
COc1ccc([C@H]2[C@H]3C=CC[C@@H](C)[C@@H]3C(=O)N2Cc2ccccc2)cc1Cl	1.6%[57.5 µM]
Cc1nc(CN(C)C(=O)c2cc(COc3c(F)cccc3F)on2)cs1	-0.4%
Cn1cccc1C(=O)N1CCC2(CC1)CN(C(=O)Nc1cccc(C#N)c1)C2	0.7%
O=C(N=Nc1c(O)[nH]c2ccccc12)c1ccc(CN2CCOCC2)cc1	-2.8%
O=C(NC(=S)Nc1cccc2cccnc12)c1cccs1	-3.1%
Brc1ccc2nc(-c3cccs3)c(NCC3CCCO3)n2c1 (stereo not drawn)	-8.5%
COc1ccc(CNC(=O)c2cc3c(=O)[nH]c4ccccc4c3n2C)cc1	-0.4%
CCOC(=O)N1CCC(N2C(=O)c3ccc(C(=O)NCc4ccc(F)cc4)cc3C2=O)CC1	-5.9%
O/N=C/c1cn(-c2ccccc2)nn1	-10.9%
CCOC(=O)C/C(N)=N/NC(=O)c1ccc(Cl)cc1Cl	-3.2%
Cc1ccc(OCC(=O)Nc2ccc(S(=O)(=O)Nc3ccccn3)cc2)cc1	2.8%
O=C(NN1C(=O)C2C3C=CC(O3)C2C1=O)c1ccncc1 (stereo not drawn)	4.1%
C/C(=N\NC(=O)c1ccc(NS(=O)(=O)c2cccs2)cc1)c1ccc2ccccc2c1	-1.6%
CCOC(=O)c1ccc(NC(=O)CSc2nnc(C3CC3)n2CC)cc1	-0.6%
CC1CCC2(CC1)NC(=O)N(CC(=O)NCc1ccc3c(c1)OCO3)C2=O (stereo not drawn)	2.2%[57.5 µM]
Cc1cc(C(=O)O)n(C(C)(C)C)n1	-6.0%[57.5 µM]
Cn1nnnc1SCC(=O)NCc1ccc2c(c1)OCO2	2.6%
COCC(=O)N1CCC2(CC1)CN(Cc1ccc(C#N)cc1)C2	-6.2%
O=C(Nc1cccc(C(F)(F)F)c1)c1cccnc1NCCc1ccccc1	-3.6%
Cc1ccc(NC(=O)CN(C)CC(=O)Nc2ccc(F)c(Cl)c2)cc1	-8.1%
CC(/C=C/c1ccccc1)=N/NC(=O)CCC(=O)Nc1ccccc1C	0.6%
COC(=O)[C@H](Cc1ccccc1)NC(=O)O[C@H]1C(=O)c2cc(OC)ccc2O[C@@H]1c1ccc(OC)c(Br)c1	7.1%&1.4%
CCOc1ccc(/C(CC)=N/NC(=O)C2(C)CC2(Br)Br)cc1 (stereo not drawn)	-6.4%
O=C(COC(=O)CCCN1C(=O)c2ccccc2C1=O)Nc1cc(Cl)cc(Cl)c1	2.8%
CCOC(=O)CNc1nc2ccccc2n2c(C)nnc12	-19.6%
Cc1c(NC(=O)C(C)OC(=O)/C=C/c2ccccc2)c(=O)n(-c2ccccc2)n1C (stereo not drawn)	-1.2%
O=C(NCCCO)c1ccc(CSc2nc3ccccc3[nH]2)cc1	0.7%
CC(C)c1nnc(NC(=O)CCC(=O)NCCc2ccccc2)s1	13.5%[57.5 µM]
S=c1[nH]nc(Cc2cccs2)n1-c1ccccc1Cl	5.3%
COc1ccc(OC)c(CN(CCN2CCOCC2)C(=O)Nc2cccc(Cl)c2)c1	0.6%
Cc1ccc(C2C3=C(CC(C)(C)CC3=O)NC3=C2C(=O)c2ccccc23)cc1 (stereo not drawn)	-2.8%
CCN(CC)S(=O)(=O)c1cc(NS(=O)(=O)c2cccc(Cl)c2Cl)ccc1C	0.9%
O=C(CSc1nnc(-c2ccc(Cl)cc2)n1-c1ccc(Cl)cc1)N/N=C/c1ccco1	4.5%
O=C(Nc1nc(-c2cccnc2)cs1)c1ccccc1Cl	-3.7%
C/C(=N\N=C\c1ccc(N(C)C)cc1)c1cccc([N+](=O)[O-])c1	5.9%
CC1CCCC(C)N1CC(O)COc1c(F)cc(Br)cc1F (stereo not drawn)	?
CCOC(=O)c1nn(-c2ccc(OCC)cc2)c2nc(CC(C)C)c(C#N)c(=O)n12	-6.6%
Cc1ccc(O)c(NC(=O)CSc2n[nH]c(C)c2[N+](=O)[O-])c1	-4.7%
CC(C)(C)C(=O)NC1(C(F)(F)F)NC(=O)N(c2ccccc2F)C1=O (stereo not drawn)	1.4%[57.5 µM]
Cc1ccc2c(N)c(C(=O)N(c3ccccc3)c3ccccc3)sc2n1	2.2%
CC(C)c1ccc(NC(=O)c2cc(Br)ccc2Br)cc1	1.7%
O=C(Nc1ccc(Cl)c(S(=O)(=O)N2CCOCC2)c1)c1cn2ccccc2n1	-13.8%
Cn1ccc(-c2cc(C(=O)O)c3ccccc3n2)n1	-7.2%
N#Cc1c2ccc(OCC(N)=O)cc2n2ccccc12	0.4%
CN(C)Cc1cc(O)c(CN(C)C)cc1O	11.9%[57.5 µM]
COC(=O)c1ccc2nc(NC(=O)CSCC(=O)OCC(=O)c3ccccc3)sc2c1	1.6%
Cc1ccc(C(=O)NC2(C(F)(F)F)NC(=O)N(c3ccc(Cl)cc3)C2=O)cc1 (stereo not drawn)	1.2%
Cc1ccc(-n2c([S-])c(C(=O)NC(C)c3ccccc3)[n+]3ccccc23)cc1 (stereo not drawn)	3.0%
CCOC(=O)C1(CCc2ccccc2)CCN(C(=O)C2CCCO2)CC1 (stereo not drawn)	-9.4%[57.5 µM]
COc1ccc(N2CCN(c3nc4ccc(C)cn4c(=O)c3C=O)CC2)cc1	29.9%
Nc1nc(SCC(=O)c2ccc(Br)s2)n[nH]1	3.2%

These rows are one share of the data (hit frequency here may not be typical).
